Compound activity as filed in PubChem BioAssay.
TDP1 cell CPT: qHTS for Inhibitors of human tyrosyl-DNA phosphodiesterase 1 (TDP1): qHTS in cells in presence of CPT; chicken DT40 Tdp1-/-;hTDP1 cells + 20 nM CPT, ATP luminescence, 48 h; Potency, µM (series often up to 46.2 µM), for inactives: top-dose activity change, negative = growth inhibition, most hits filed as inhibitors; 420,000 compounds, 12% hits; AID 686979, 2013; active means well fitted inhibition curve with a large enough effect; inconclusive means small, poorly fitted or top-dose-only effect; further: nearly all actives have a fitted effect of over 55% in size
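Cell growth measured by CellTiter-Glo luminescence after a minimum 48 h, 37 C compound exposure with 20 nM CPT in Tdp1-knockout DT40 cells stably expressing hTDP1, seeded 400/well; qHTS titration format.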
Starred values were filed as active, the others as inactive; ? = inconclusive; [ ] = another dose, or the depositor's remark. On the % scale 0 is the no-effect control and ±100 the full control effect; potency means the concentration at half of the fitted maximal effect. An excerpt. The share of hits here may be higher or lower than overall.

structure	TDP1 cell CPT
CC1=C(C(=O)N2CCOCC2)CC(CC(=O)NCCN2CCOCC2)C(=O)N1Cc1ccc(C(C)(C)C)cc1 (centres undefined)	4%
CCC(=O)Nc1ccc(S(=O)(=O)NC[C@H]2O[C@@H](n3cnc4c(=O)[nH]c(N)nc43)[C@H](O)[C@@H]2O)cc1	10%
CCOc1ccc(Cl)cc1-c1cc(C(=O)NCc2ccccc2OC)[nH]n1	?
Nc1sccc1C(=O)NCCN1CCOCC1	10%
COc1cc(NC(=O)CSc2nc3[nH]ncc3c(=O)n2-c2ccccc2)cc(OC)c1OC	?
CCCN1CCN(C(=O)c2ccc(S(=O)(=O)N(C)c3ccccc3OC)cc2)CC1	?
Cc1cc2nc(-c3cccc(Cl)c3)c(Cc3ccsc3)n2c(C)c1Br	?
CN(C)CCNC(=O)c1cccc(-c2cnc3c(NC=O)cc(-c4cccs4)cn23)c1	?
C[C@@H]1OC(C2CCCCC2)N(C)[C@H]2C[C@H]3c4[nH]c5ccccc5c4CCN3C[C@@H]12 (some centres undefined)	21µM*
CC(C)CC(N)c1csc(NC(=O)C(c2ccccc2)c2ccccc2)n1 (centres undefined)	18µM*
CCCCCCN1C[C@H](n2cc(COC(=O)c3ccccc3)nn2)[C@@H](O)C[C@@H]1c1ccc(OC)cc1	?
CCOC(=O)[C@]12CCCC=C1N(Cc1cccc3ccccc13)C(=O)[C@H](CC(=O)NCc1cccc3ccccc13)C2	?
Cc1cc(C)c(C(=O)Nc2ccc3c(c2)OCCO3)c(C)c1	-9%
Cc1ccccc1NC(=O)C(C)OC(=O)CCC(=O)c1ccccc1 (centres undefined)	3%
COc1ccc(C(=O)N2CCC2(C)C(=O)NC(C)C)cc1 (centres undefined)	-8%
CNC[C@H]1OCc2ccccc2-c2ccccc2C(=O)N([C@H](C)CO)C[C@H]1C	-3%

Laid out differently: results already given.
CCCCCCN1C[C@H](n2cc(COC(=O)c3ccccc3)nn2)[C@@H](O)C[C@@H]1c1ccc(OC)cc1
  TDP1 cell CPT: ?

COc1ccc(C(=O)N2CCC2(C)C(=O)NC(C)C)cc1 (centres undefined)
  TDP1 cell CPT: -8%

CC(C)CC(N)c1csc(NC(=O)C(c2ccccc2)c2ccccc2)n1 (centres undefined)
  TDP1 cell CPT: 18µM*

C[C@@H]1OC(C2CCCCC2)N(C)[C@H]2C[C@H]3c4[nH]c5ccccc5c4CCN3C[C@@H]12 (some centres undefined)
  TDP1 cell CPT: 21µM*

The listing continues.
structure	TDP1 cell CPT
O=C(Cn1cncn1)NCC1Cc2cc(-c3ccsc3)cc(Cl)c2O1 (centres undefined)	5%[9.04 µM]
Cc1ccc(C(=O)Nc2ccc(NC(=O)c3ccccc3Cl)c(C)c2)cc1	?
O=C(OCc1cn([C@H]2CN(C(=O)C3CCCCC3)[C@@H](c3ccccc3)C[C@@H]2O)nn1)c1ccccc1	?
CCCCN1C(=O)C(CC(=O)NCCCN(C)C)CC(C(=O)N2CCCCCC2)=C1C (centres undefined)	-12%
O=C(NCc1ccccc1)C1c2ccccc2OCC(=O)N1Cc1ccco1 (centres undefined)	-13%
CCCNC(=O)C1(C)CCN(C(=O)c2ccc3ccccc3c2)C1 (centres undefined)	-4%
C[C@H](CO)N1C[C@H](C)[C@@H](CN(C)S(=O)(=O)c2ccccc2F)Oc2ncc(Br)cc2C1=O	-20%
OC[C@@H](O)C(O)[C@H](O)CO	-5%
O=C(NCC1Cc2cccc(-c3cncnc3)c2O1)C1CC1 (centres undefined)	3%[9.04 µM]
O=C1CCC[C@@H]2C=C[C@H](c3ccc(Br)cc3)[C@H]3CCN1[C@@H]32	?
CCCCN1CC(N2CCN(Cc3cccc(C)c3)CC2)CS1(=O)=O (centres undefined)	?
Cc1ccc(S(=O)(=O)N2[C@@H](Cc3ccccc3)CO[C@H]2CC(=O)c2ccccc2)cc1	-23%
CNc1cncc(-c2ccccc2CO)n1	-20%
CCOC(=O)N1CCN(Cc2ccc3c(c2)CN(C(=O)c2cc(-c4ccccc4)no2)CCO3)CC1	?
C(=C\c1ccccc1)/CN1CCN(C(c2cccs2)c2nnnn2Cc2ccccc2)CC1 (centres undefined)	?
CC(C)(C)NC(=O)C(c1ccccc1)n1c(-c2ccc(-c3ccccc3)cc2)nc2ccccc21 (centres undefined)	?
COc1cccc(C(NC(C)=O)c2nc(-c3cccc4cccnc34)cs2)c1 (centres undefined)	?
COC(=O)c1ccccc1COc1cccn2c(N(C)Cc3cccs3)c(C)nc12	?
COc1ccccc1N(CC(=O)N1CCN(Cc2ccccc2)CC1)S(=O)(=O)c1ccccc1	23µM*
COc1cc(-c2nnc(COC(=O)c3ccc([N+](=O)[O-])o3)o2)cc(OC)c1OC	?
Clc1ccc(-c2nc3ccc(Cl)cn3c2Cc2ccsc2)cc1	-27%
Cc1cc2c(=O)[nH]c(N)nc2[nH]1	-1%
CC(CNC(=O)CC[C@H]1O[C@@H](n2cnc3c(NC(=O)c4ccccc4)ncnc32)[C@H](O)[C@@H]1O)c1ccccc1 (some centres undefined)	-12%
CCNC(=O)C1(C)CCCN(C(=O)COCc2ccccc2)C1 (centres undefined)	2%
COc1ccc(N2C(=O)[C@@H]3C[C@H]2CN3Cc2cccn2-c2ccccn2)cc1Cl	1%[9.04 µM]
CCN1CCCC1CNC(=O)c1ccc2c(c1)NC(=O)/C(=C\c1ccccc1Cl)S2 (centres undefined)	?
C[C@@H]1CN([C@H](C)CO)C(=O)CCCn2cc(nn2)CO[C@H]1CN(C)C(=O)Nc1cccc(C(F)(F)F)c1	5%
O=C(Nc1nnc([C@@H]2C[C@H](O)[C@@H](CO)O2)s1)Nc1ccccc1Oc1ccccc1	?
O=C(O)CC(C(=O)O)C(=Cc1ccccc1)c1ccccc1 (centres undefined)	-2%
CCCS(=O)(=O)NC(=O)C1(C)CCCN(C(=O)c2cccc(C(F)(F)F)c2)C1 (centres undefined)	-27%
Cn1c(=O)c2cc(NC(=O)NCc3ccc(F)cc3)ccc2n1C	-10%
Cc1ccc2occ(CN3CCOc4ccc(C(C)(O)COc5ccccc5)cc4C3)c(=O)c2c1 (centres undefined)	4%[9.04 µM]
CC(C)OC(=O)N(C)C[C@H]1OCc2cn(nn2)CCCC(=O)N([C@H](C)CO)C[C@@H]1C	-7%
O.O=C([O-])CC([S-])C(=O)[O-].[Au+].[Na+].[Na+] (centres undefined)	-22%
COc1ccc(-c2csc(NC(=O)CS(=O)(=O)c3ccccc3)n2)c(OC)c1	?
CCCNC(=O)C1CC(=O)N(c2ccc(OCc3ccccc3)cc2)C1 (centres undefined)	-21%
COc1cc(CC(=O)C(=O)O)oc(=O)c1	3%
CCN(CC)CCn1c(=S)[nH]c2cc(C(=O)NCCc3ccc(OC)c(OC)c3)ccc2c1=O	-10%
CC(C)N1CCC(C)(C(=O)Nc2ccc(-n3cccc3)cc2)C1 (centres undefined)	?
CC(C)(C)C(=O)N1CCC2CC1c1cc(-c3ccc4c(c3)OCO4)ccc12 (centres undefined)	?
CC(C)N1CCCC(C)(C(=O)Nc2ccc3c(c2)OCO3)C1 (centres undefined)	6%
CC1C(=O)N(Cc2cn(CCC3OCCO3)nn2)CCS(=O)(=O)N1Cc1ccc(-c2ccncc2)cc1 (centres undefined)	-8%
Cc1ccc(-c2nc3c4ccccc4ccn3c2Cc2ccsc2)cc1	16µM*
O=C(COc1ccccc1)NC(=S)Nc1cccc2c(O)cccc12	?
COc1cc(NC(=O)c2cc(-c3ccc(F)cc3OC(C)C)n[nH]2)cc(OC)c1OC	15µM*
Cc1onc(-c2c(F)cccc2Cl)c1C(=O)Oc1ccccc1	?
CSc1ncnc2c1ncn2CCCNc1ccc(C)c(C)c1	?
N#Cc1cccc(N2[C@@H](Cc3cc4ccccc4n3Cc3ccccc3)COC[C@H]2Cc2ccc3ccccc3c2)c1	-10%
CC(=O)Nc1ccc(-c2ccnc3c2CC(C)(C(=O)Nc2ccc4c(c2)OCO4)O3)cc1 (centres undefined)	18µM*
Cc1nc(C(F)(F)F)ccc1C(=O)N1CCC1(C)C(=O)NS(=O)(=O)c1ccc(C#N)cc1 (centres undefined)	-20%
CC1(C(=O)NS(=O)(=O)C2CC2)CCCN(C(=O)COc2ccc(Cl)cc2Cl)C1 (centres undefined)	-14%
COCC(=O)Nc1cc(C(=O)N2CCc3c(Cl)cccc3C2)c2c(c1)nc(-c1ccncc1)n2C	4%
Cc1ccc(N2CCN(C(=O)C(=O)c3cccc([N+](=O)[O-])c3)CC2)cc1	?
COc1ccccc1-c1cnc2c(c1)C(=O)N([C@@H](C)CO)C[C@@H](C)[C@H](CN(C)C(=O)c1cccnc1)O2	-6%
CC1(C(=O)NS(=O)(=O)Cc2ccccc2)CCN1C(=O)CCc1ccccc1 (centres undefined)	4%
COc1cccc(-c2cc3c(c(OC)c2)OCCN(S(=O)(=O)c2ccccc2OC(F)(F)F)C3)n1	3%[9.04 µM]

New compounds follow
SMILES | TDP1 cell CPT
COC(=O)[C@@]1(Cc2ccc(F)cc2)[C@H]2c3cc(C(=O)N(C)C)n(Cc4ccc(C)o4)c3C[C@H]2CN1C(=O)c1ccccc1 | 16µM*
N#Cc1ccc(C(=O)N2CCCCC2c2cc(C(=O)Nc3ccccc3Cl)no2)cc1 (centres undefined) | -26%
COc1cccc(NC(=O)Nc2ccc(F)cc2)c1 | ?
c1ccc(CN2CC[C@@H](Nc3nccn4ccnc34)C2)cc1 | ?
Cc1ccc(CN2C[C@@H](Sc3nc(C)cc(C)n3)C[C@H]2C(=O)N2CCN(c3ccccc3F)CC2)cc1 | -11%[9.04 µM]
CC1(C(=O)NS(=O)(=O)c2ccccc2)CCN1C(=O)C1(c2ccc(Cl)cc2)CCC1 (centres undefined) | ?
C[C@H]1CN([C@@H](C)CO)S(=O)(=O)c2ccc(Br)cc2O[C@H]1CN(C)C(=O)Cc1ccccc1 | ?
CCOC(=O)[C@]12CCCC=C1N(Cc1ccc(Cl)cc1Cl)C(=O)[C@H](CC(=O)NCCc1ccccc1OC)C2 | ?
CCOC(=O)[C@]12CCC=C1N(Cc1ccco1)C(=O)[C@H](CC(=O)N1CCCC1)C2 | -16%
C[C@H]1CN([C@@H](C)CO)C(=O)CCCn2nncc2CO[C@@H]1CN(C)Cc1ccc(Cl)c(Cl)c1 | ?
NC(Cc1ccc(Cl)cc1)c1csc(NC(=O)NCC2CCCCC2)n1 (centres undefined) | 10µM*
COc1ccc(C(C)(O)c2nc(-c3ccc4c(c3)OCO4)cs2)cc1 (centres undefined) | ?
COc1ccccc1-c1csc(C(C)(O)c2ccccc2)n1 (centres undefined) | 15µM*
C[C@@H]1CN([C@H](C)CO)C(=O)c2cc(Br)cnc2O[C@H]1CN(C)Cc1ccccc1 | -7%
CC1=C(C(=O)N2CCOCC2)CC(CC(=O)NCc2cccc3ccccc23)C(=O)N1Cc1ccc(F)cc1 (centres undefined) | -3%
OC1c2cc(Br)ccc2N=C2CCCCCN21 (centres undefined) | ?
CCOC(=O)[C@]12CCCC=C1N(Cc1cccc3ccccc13)C(=O)[C@H](CC(=O)NCc1cccs1)C2 | ?
CCN(CC(=O)Nc1ccc(OC)cc1)C(=O)C1CC(=O)N(Cc2ccccc2)C1 (centres undefined) | 0%
CN(Cc1ccccc1)C(=O)[C@@H]1CCCN1C(=O)[C@@H]1CCCN1C(=O)OC(C)(C)C | -22%
Cc1ccc(C)c(N2N=C(C(=O)OCc3nnc(-c4ccccc4Br)o3)CCC2=O)c1 | -3%
CC(=O)NC(c1ccc(F)c(F)c1)c1nc(-c2ccccc2)cs1 (centres undefined) | ?
Cc1ccc(Cc2c(-c3cccc(Cl)c3)nc3c4ccccc4ccn23)cc1 | ?
Cc1sc2ccccc2c1CNC[C@H]1O[C@@H](n2ccc(=O)[nH]c2=O)[C@H](O)[C@@H]1O | 1%
Cc1c(C(=O)NNC(=O)c2ccccc2O)oc2ccccc12 | ?

In the list so far, two have a nitro group on carbon:
SMILES | TDP1 cell CPT
COc1cc(-c2nnc(COC(=O)c3ccc([N+](=O)[O-])o3)o2)cc(OC)c1OC | ?
Cc1ccc(N2CCN(C(=O)C(=O)c3cccc([N+](=O)[O-])c3)CC2)cc1 | ?

Next part:
SMILES | TDP1 cell CPT
CCCCCC(=O)N1C[C@H](n2cc(C3CC3)nn2)[C@@H](O)C[C@@H]1c1ccc(OC)cc1 | 5%
OC(c1ccc(F)c(F)c1)c1nc(-c2ccoc2)cs1 (centres undefined) | ?
O=[N+]([O-])c1cccnc1C1OCCO1 | 18%
CC(C)NC(=O)c1cc(C2CCCCN2S(=O)(=O)c2ccc(F)cc2F)on1 (centres undefined) | -10%
COc1ccc(C(=O)NCCN2CCC(n3c(=O)[nH]c4ccccc43)CC2)cc1F | -25%
O=C(Nc1ccc(F)cc1)C(c1cc2ccccc2o1)N1CCN(C(=O)c2ccco2)CC1 (centres undefined) | -18%
COc1ccc(CN2CCN(C(C)=O)CC2)cc1OC1CCN(C(=O)c2ccc3ccccc3n2)CC1 | 1%[9.04 µM]
CNc1ccc(-c2cccc(C(=O)N3CCOCC3)c2)cn1 | -15%
CNc1ccccc1C(=O)OCC(=O)N1CCc2ccccc2C1 | 5%
